Screening data (PubChem BioAssay)
Apoferritin bind – qHTS Assay for Identification of Novel General Anesthetics; Ferritin light chain (Equus caballus), P02791; apoferritin/1-aminoanthracene competitive binding, fluorescence; Potency, µM (highest dose often 77.5 µM), without a hit: at the top dose activity change, negative = displacement, most hits filed as inhibitors; 0.074% of 350,000 active; further: potency means the concentration at half of the fitted maximal effect; on the % scale 0 is the no-effect control and ±100 the full control effect; nearly all actives have a fitted effect of over 20% in size
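Horse-spleen apoferritin (10 uM) was mixed with 50% saturated 1-aminoanthracene in PBS, exposed to compounds for 10 min at room temperature, and read for fluorescence (ex 380 nm, em 535 nm). Competitive displacement was fitted with a four-parameter Hill equation.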
Pol iota inh – qHTS for Inhibitors of Polymerase Iota. DNA polymerase iota (Homo sapiens), Q9UNA4. Pol iota fluorescent replication assay, 10 min. Potency, µM (titrated, usually from 115 µM), inactives show top-dose activity, negative = inhibition, hits mostly inhibitors. 1% of 390,000 active; further: potency means the concentration at half of the fitted maximal effect
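Fluorescent replication assay read twice, at 0 min and 10 min after adding 50 nM (final) substrate. Enzyme (10 nM) and compounds were first incubated 15 min at room temperature; enzyme-free buffer wells were negative controls.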
APE1 inh – qHTS Assay for Inhibitors of the Human Apurinic/apyrimidinic Endonuclease 1 (APE1); recombinant APE1, TAMRA/BHQ-2 abasic DNA cleavage fluorescence; 0.35% of 350,000 active; Potency, µM (highest dose often 65.8 µM), inactives show top-dose activity change, negative = inhibition, hits mostly inhibitors; AID 2517, 2012;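 further: potency means the concentration at half of the fitted maximal effect; plate controls were vehicle for no effect and reference inhibitor for full effect; nearly all actives have a fitted effect of over 55% in size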
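Kinetic fluorescence read (525 ex/598 em nm, three reads 60 s apart) of AP-site incision; signal = third minus first read. Enzyme 0.75 nM, dual-labelled THF duplex 50 nM, compound preincubation 15 min RT.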
TRHR agonist – qHTS for Small Molecule Agonists and Allosteric Enhancers of Human TRH Receptor: Primary Screen for Agonists | Thyrotropin-releasing hormone receptor (Homo sapiens), P34981 | TRHR cells, calcium flux fluo-8, FDSS agonist mode | activation, % at 2 µM | 0.18% of 360,000 active; in the data active means activation above about 30%; further: 0% is about no effect
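Steps: seed TRHR cells overnight; add fluo-8 no-wash Ca dye, RT 30 min–1.5 h; record 10 s baseline; pin-transfer compounds; monitor fluorescence 1 cycle/s for the agonist window. Calcium increases flag candidate agonists.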
12-LOX inh – Primary qHTS assay for inhibitors of human arachidonate 12S-lipoxygenase (ALOX12): Round 2; Polyunsaturated fatty acid lipoxygenase ALOX12 (Homo sapiens), P18054; purified 12hLO, xylenol orange hydroperoxide absorbance; Potency, µM (highest dose often 108 µM), for the others: at the top dose activity change, negative = inhibition, actives largely listed as inhibitors; 1.1% of 580,000 active; further: potency means the concentration at half of the fitted maximal effect; on the % scale 0 is the no-effect control and ±100 the full control effect
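Hydroperoxide product was detected by ferrous iron/xylenol orange as the 573 to 405 nm absorbance ratio. Arachidonic acid at 40 uM (final) was turned over for 30 min at room temperature by 150 nM human 12hLO, pH 7.0 Hepes buffer, after 15 min compound preincubation.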
POLB inh – qHTS Assay for Inhibitors of DNA Polymerase Beta | Potency, µM (highest dose often 114 µM), for the others: top-dose activity change, negative = inhibition, actives largely listed as inhibitors | 1.3% of 340,000 active | P06746 | Pol beta primer extension/strand displacement, fluorescence kinetic | AID 485314, 2010; further: potency means the concentration at half of the fitted maximal effect; on the % scale 0 is the no-effect control and ±100 the full control effect
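Pol beta (10 nM) and compounds were preincubated 15 min at room temperature, then 50 nM substrate (final) started primer extension/strand displacement. Reads were taken at 0 and 10 min; concentration-response data were fitted to a four-parameter Hill equation.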
BLM inh – qHTS Assay for Inhibitors of Bloom's syndrome helicase (BLM); RecQ-like DNA helicase BLM (Homo sapiens), P54132; recombinant BLM DNA unwinding, fluorescence dequenching; Potency, µM (titrated, usually from 56.1 µM), inactives show at the top dose activity change, negative = inhibition, most hits filed as inhibitors; 0.2% of 350,000 active; AID 2528, 2010;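 further: potency means the concentration at half of the fitted maximal effect; plate controls were vehicle for no effect and no enzyme for full effect; nearly all actives have a fitted effect of over 35% in size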
ERG Ets-DNA blk – qHTS for Small Molecule Inhibitors of the ERG Ets/DNA interaction. fluorescence polarization, His-ERG Ets domain / labelled DNA. Potency, µM (top dose mostly 76.9 µM), inactives show at the highest dose FP activity, negative = inhibition, actives largely listed as inhibitors. 0.028% of 370,000 active. AID 624246, 2012; active means well fitted inhibition curve with a large enough effect in the polarisation, with a control signal flat; inconclusive means small, poorly fitted or top-dose-only effect, or effect the other way, or a change in a side signal; inactive means no such curve, though single readings can be large or run the other way; the % refers to the polarisation;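 further: polarization taken with two DNA probes labelled with fluorescein and Texas red; potency means the concentration at half of the fitted maximal effect; % of control where 0% means no effect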
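His-tagged ERG Ets domain (1 uM in the protein solution; 300mM KCl, 50mM Tris-HCl, 1mM EDTA, 1mM DTT, pH 7.5) received compound, then a probe mix of 5 nM fluorescein-DNA and 100nM Texas-615-DNA. Fluorescence polarization was read for both dyes.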
Pol kappa inh – qHTS for Inhibitors of Polymerase Kappa | purified Pol kappa, fluorescent DNA synthesis assay, 10 min | Potency, µM (top dose mostly 107 µM), without a hit: at the top dose activity, negative = inhibition, hits mostly inhibitors | 0.53% of 400,000 active | DNA polymerase kappa (Homo sapiens), Q9UBT6; further: potency means the concentration at half of the fitted maximal effect; on the % scale 0 is the no-effect control and ±100 the full control effect
Target sequence (Q9UBT6 whole entry, looked up): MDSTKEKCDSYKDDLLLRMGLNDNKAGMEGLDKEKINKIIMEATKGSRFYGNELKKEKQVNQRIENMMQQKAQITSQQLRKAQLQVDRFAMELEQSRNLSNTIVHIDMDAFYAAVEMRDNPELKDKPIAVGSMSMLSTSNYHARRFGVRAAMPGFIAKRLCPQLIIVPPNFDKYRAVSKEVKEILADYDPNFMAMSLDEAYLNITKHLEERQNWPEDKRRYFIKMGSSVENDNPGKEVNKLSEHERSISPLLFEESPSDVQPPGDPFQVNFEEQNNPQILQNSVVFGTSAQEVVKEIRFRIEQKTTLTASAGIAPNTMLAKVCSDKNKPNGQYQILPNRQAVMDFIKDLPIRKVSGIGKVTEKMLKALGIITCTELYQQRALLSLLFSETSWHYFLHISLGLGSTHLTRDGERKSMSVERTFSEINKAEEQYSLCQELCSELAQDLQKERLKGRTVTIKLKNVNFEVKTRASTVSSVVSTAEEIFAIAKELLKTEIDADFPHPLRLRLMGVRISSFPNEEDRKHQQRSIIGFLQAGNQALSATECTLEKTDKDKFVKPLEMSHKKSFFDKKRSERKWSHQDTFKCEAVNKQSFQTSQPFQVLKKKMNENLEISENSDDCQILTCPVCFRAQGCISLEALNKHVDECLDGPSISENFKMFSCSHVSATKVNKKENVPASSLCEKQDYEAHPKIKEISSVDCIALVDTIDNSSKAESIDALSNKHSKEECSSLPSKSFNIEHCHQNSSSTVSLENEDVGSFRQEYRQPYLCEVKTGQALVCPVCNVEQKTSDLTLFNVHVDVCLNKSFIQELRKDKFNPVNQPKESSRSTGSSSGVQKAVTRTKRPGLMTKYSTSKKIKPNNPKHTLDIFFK
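10 nM Pol kappa was preincubated with compounds for 15 min at room temperature. Reaction started with 50 nM (final) substrate. Fluorescence read kinetically at 0 and 10 min.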
The depositor's hits bear a star; i = inactive; ? = inconclusive; nt = not tested or not shown; [ ] = dose if it differs, or a comment. Unless noted, the call rests on the fitted dose curve; in most records, active means well fitted curve in the direction sought with a large enough effect; inconclusive means small, poorly fitted or top-dose-only effect, or another doubt; inactive means no such curve, though single readings can be large; an effect the other way counts as inactive or inconclusive.

#1 NNC(=O)CSc1nc(-c2ccccc2)cn1-c1ccccc1
#2 CCN(CC)C(=O)CSc1nnc(-c2ccco2)n1Cc1ccco1
#3 O=C(NC(Cc1ccccc1)C(=O)O)/C(=C\c1ccc(Br)cc1)NC(=O)c1ccc(Br)o1 (stereo not drawn)
#4 CC1CCC(C#N)(N(C)C(=O)CSc2nnc(C3CC3)n2C2CC2)CC1 (stereo not drawn)
#5 Cc1[nH]n(-c2ccccc2)c(=O)c1/C=N/N(c1ccccc1)c1ccccc1
#6 Cc1ccc(-c2nnn(CC(=O)N(CC(=O)NC3CCCC3)c3ccccc3F)n2)o1
#7 CN(C(=O)c1cccc(NC(=O)Cc2cccc(NC(=O)C3CCCN(C(=O)C4CCCC4)C3)c2)c1)C1CC1 (stereo not drawn)
#8 COc1cc(CN2CCC(Cc3ccccc3)CC2)cc([N+](=O)[O-])c1O

| Screen / compound no. | 1 | 2 | 3 | 4 | 5 | 6 | 7 | 8 |
| --- | --- | --- | --- | --- | --- | --- | --- | --- |
| Apoferritin bind | -19% | -16% | -1% | nt | -9% | -4% | nt | -19% |
| Pol iota inh | -11% | 14% | 4% | 38%[activator] | -1% | 124%[activator] | -6% | 14% |
| APE1 inh | -3% | -7% | 20% | -8% | -8% | -3% | nt | 31% |
| TRHR agonist | -0.8 | -0.1 | 0.8 | 0.2 | -0.5 | -0.5 | nt | -0.1 |
| 12-LOX inh | i | -12% | ? | 84% | -2% | 11% | 17% | ? |
| POLB inh | 12% | 3% | 3% | nt | -8% | 1% | nt | 3% |
| BLM inh | -13% | -1% | -3% | nt | -7% | -3% | nt | -1% |
| ERG Ets-DNA blk | -8% | 4% | -4% | 4% | -1% | 1% | 4% | 6% |
| Pol kappa inh | 10% | -12% | -9% | -7% | -2% | -11% | -11% | 5% |

#9 Cc1ccc(-c2n[nH]c(=S)n2/N=C/c2ccc(C)o2)cc1
#10 CCOc1ccccc1Nc1cc(C)nc2nnnn12
#11 Cc1cccn2c(NCc3ccc4c(c3)OCO4)c(-c3ccc(O)cc3)nc12
#12 CCOc1ccc(CNC(=O)C2CCN(S(=O)(=O)CC)CC2)cc1OC
#13 CCOC(=O)CN(C(=O)CSc1nnc(Cc2ccccc2)n1-c1ccc(C)cc1)c1ccccc1
#14 CCn1c2ccccc2c2nc3cc(S(=O)(=O)N4CCOCC4)ccc3nc21
#15 Cc1cccc(C)c1OCc1cn(CC(=O)c2ccc(O)cc2)nn1
#16 CN(CC(=O)Nc1cccc(Cl)c1)S(=O)(=O)c1ccc2[nH]c3c(c2c1)CCCC3

| Screen / compound no. | 9 | 10 | 11 | 12 | 13 | 14 | 15 | 16 |
| --- | --- | --- | --- | --- | --- | --- | --- | --- |
| Apoferritin bind | 3% | -7% | -3% | -4% | -1% | -22% | nt | -2% |
| Pol iota inh | 11% | -30% | 30%[activator] | -15% | 22% | 4% | 7.9µM* | ? |
| APE1 inh | -2% | 9% | ? | -5% | -6% | 0% | nt | nt |
| TRHR agonist | -1.8 | 0.1 | -2.2 | 0.7 | -0.6 | 0.7 | nt | 0.0 |
| 12-LOX inh | ? | -16% | ? | 13% | 2% | nt | ? | ? |
| POLB inh | -1% | 1% | 0% | 1% | 1% | 29% | nt | -26% |
| BLM inh | -3% | -2% | -4% | 0% | 1% | -4% | nt | -10% |
| ERG Ets-DNA blk | 7% | -11% | 0% | nt | -1% | -1% | 3% | 0% |
| Pol kappa inh | -3% | -6% | -6% | 0% | -1% | -7% | -2% | -21% |

#17 COc1ccc(CCN2C(=O)CC(NNC(=O)c3ccccc3Br)C2=O)cc1 (stereo not drawn)
#18 CCOc1cc(/C=N/NC(=O)N/N=C/c2ccc(O)c(OCC)c2)ccc1O
#19 COC(=O)c1ccncc1C(=O)Nc1ccc(Oc2ncc(C(F)(F)F)cc2Cl)cc1
#20 CSc1ccc(/C=C/C(=O)OCC(=O)NC2CCS(=O)(=O)C2)cc1 (stereo not drawn)
#21 O=C(CSc1ccccc1)Nc1cc(Cl)ccc1Oc1ccccc1
#22 Cn1c(CCNC(=O)C2CCCCC2)nc2cc(NC(=O)c3cccs3)ccc21
#23 CC(C)(C)OC(=O)NCCCCCNC(=O)c1nc[nH]c1C(=O)N1CCN(C(=O)OC(C)(C)C)CC1
#24 O=C(CSc1n[nH]c(=O)n1Cc1ccco1)c1ccc2c(c1)OCCO2
#25 CCN1CCN(CCCNC(=O)c2cnn(-c3ccccc3Cl)c2C2CCN(C(=O)OC(C)(C)C)CC2)CC1
#26 O=[N+]([O-])c1c(-c2cn[nH]c2)n[nH]c1-c1cn[nH]c1

| Screen / compound no. | 17 | 18 | 19 | 20 | 21 | 22 | 23 | 24 | 25 | 26 |
| --- | --- | --- | --- | --- | --- | --- | --- | --- | --- | --- |
| Apoferritin bind | -8% | nt | ? | nt | 16% | -5% | nt | -14% | 50%[activator] | -3% |
| Pol iota inh | 20% | 53%[activator] | 24% | 27% | 6% | 89%[activator] | 48%[activator] | ? | -12% | 7% |
| APE1 inh | -1% | nt | 58%[activator] | -1% | 2% | 1% | 4% | -2% | nt | 5% |
| TRHR agonist | -0.1 | nt | -1.3 | 0.2 | 2.5 | -0.3 | -0.5 | 0.3 | -1.1 | -0.2 |
| 12-LOX inh | -17% | 83%[activator] | -12% | 24% | -28% | 1% | ? | 2% | -26% | 0% |
| POLB inh | 32% | nt | 1% | nt | 0% | 40µM* | nt | 40% | 7% | -29% |
| BLM inh | 4% | nt | -4% | nt | -6% | -5% | nt | 2% | 2% | 0% |
| ERG Ets-DNA blk | 3% | 5% | 0% | 1% | 4% | -2% | 3% | -8% | -1% | -3% |
| Pol kappa inh | -18% | -33% | -13% | -6% | -10% | 1% | -1% | -21% | -5% | -23% |

2 records picked at random from the list so far, as already listed:
#24 O=C(CSc1n[nH]c(=O)n1Cc1ccco1)c1ccc2c(c1)OCCO2
#17 COc1ccc(CCN2C(=O)CC(NNC(=O)c3ccccc3Br)C2=O)cc1 (stereo not drawn)

| Screen / compound no. | 24 | 17 |
| --- | --- | --- |
| Apoferritin bind | -14% | -8% |
| Pol iota inh | ? | 20% |
| APE1 inh | -2% | -1% |
| TRHR agonist | 0.3 | -0.1 |
| 12-LOX inh | 2% | -17% |
| POLB inh | 40% | 32% |
| BLM inh | 2% | 4% |
| ERG Ets-DNA blk | -8% | 3% |
| Pol kappa inh | -21% | -18% |

Compounds above that have an NH in an aromatic ring, in the order listed:
#5 Cc1[nH]n(-c2ccccc2)c(=O)c1/C=N/N(c1ccccc1)c1ccccc1
#9 Cc1ccc(-c2n[nH]c(=S)n2/N=C/c2ccc(C)o2)cc1
#16 CN(CC(=O)Nc1cccc(Cl)c1)S(=O)(=O)c1ccc2[nH]c3c(c2c1)CCCC3
#23 CC(C)(C)OC(=O)NCCCCCNC(=O)c1nc[nH]c1C(=O)N1CCN(C(=O)OC(C)(C)C)CC1
#24 O=C(CSc1n[nH]c(=O)n1Cc1ccco1)c1ccc2c(c1)OCCO2
#26 O=[N+]([O-])c1c(-c2cn[nH]c2)n[nH]c1-c1cn[nH]c1

| Screen / compound no. | 5 | 9 | 16 | 23 | 24 | 26 |
| --- | --- | --- | --- | --- | --- | --- |
| Apoferritin bind | -9% | 3% | -2% | nt | -14% | -3% |
| Pol iota inh | -1% | 11% | ? | 48%[activator] | ? | 7% |
| APE1 inh | -8% | -2% | nt | 4% | -2% | 5% |
| TRHR agonist | -0.5 | -1.8 | 0.0 | -0.5 | 0.3 | -0.2 |
| 12-LOX inh | -2% | ? | ? | ? | 2% | 0% |
| POLB inh | -8% | -1% | -26% | nt | 40% | -29% |
| BLM inh | -7% | -3% | -10% | nt | 2% | 0% |
| ERG Ets-DNA blk | -1% | 7% | 0% | 3% | -8% | -3% |
| Pol kappa inh | -2% | -3% | -21% | -1% | -21% | -23% |

Not all compounds are listed, so the mix of outcomes need not match the whole.
